High-throughput results (PubChem BioAssay)
TIM10 inh = growth inhibitors of isogenic TIM10 control yeast, primary screen, counter-screen for tim10-1 yeast inhibitor project, luminescence, uHTS. AID 463195, 2010. inhibition, % at 10 µM. S. cerevisiae TIM10 strain growth, BacTiter-Glo luminescence, 24 h. 330,000 tested, 1.4% active;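 active = inhibition of 40% or more at the single tested concentration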;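 note: wild-type TIM10 isogenic control strain grown at permissive 25 °C; 0% = DMSO yeast wells and 100% = minimal medium wells without yeast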
tim23-1 inh = growth inhibitors of tim23-1 mutant yeast, primary screen, luminescence, uHTS. S. cerevisiae tim23-1 growth, BacTiter-Glo luminescence, 24 h. inhibition, % at 20 µM. 330,000 tested, 1.3% active. AID 463212, 2010;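 active = growth inhibition of the mutant yeast at or above 50%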;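 note: temperature-sensitive mutant grown at 25 °C; plate controls were DMSO-treated mutant yeast for no effect and medium wells lacking yeast for full effect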
APJ antag = antagonists of human apelin receptor APJ, primary screen, CHO-K1 cells, beta-arrestin complementation, luminescence. P35414. inhibition, % at 20 µM. 330,000 tested, 0.32% active;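 active = inhibition above about 40% at 20 µM, limit read from the data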;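 note: cells challenged with 10 nM apelin-13 agonist together with compound; plate controls were apelin-13 plus DMSO wells for no effect and DMSO wells lacking apelin-13 for full effect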
UPR XBP1 act = activators of adaptive XBP1 UPR arm, primary screen, cell-based, CHO-XBP1 luciferase reporter, luminescence, uHTS; IRE1-XBP1 UPR activation; percent of tunicamycin response, DMSO as zero; AID 463104, 2010; 330,000 tested, 0.33% active; activation, % at 20 µM;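 active = versus positive control, 20 µM dose yields 30% or more activation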;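 note: 100% = tunicamycin at 10 µg/mL and 0% = DMSO only wells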
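Signal: luciferase luminescence; Assay system: CHO-XBP1 luciferase reporter cells; Amount: one thousand reporter cells per well; Dosing: 20 µM single concentration, DMSO 1%; Benchmarks: high control tunicamycin 10 µg/mL final, low control DMSO vehicle only; Schedule: 6 h compound exposure at 37 °C, 5% CO2; Evaluation: percent activation relative to tunicamycin reference.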
APJ agonist = agonists of human apelin receptor APJ, primary screen, CHO-K1 cells, PathHunter beta-arrestin, luminescence; P35414; 0% DMSO wells, 100% apelin; activation, % at 20 µM; 330,000 tested, 0.11% active; AID 2520, 2010;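 active = activation more than six SD over the plate average, tested at 20 µM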;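 note: 0% = DMSO alone and 100% = apelin-13 at 10 nM; some results filed as inactive read as strong as hits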
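Assay system – PathHunter CHO-K1 APJ (AGTRL-1) beta-arrestin reporter cells · Compound – one dose, 20 µM compound, 1% DMSO · Timing – compound 90 min 25 °C, reagent 1 h · Measured by – luminescence from split beta-galactosidase complementation, Galacton Star/Emerald II substrate · Measure – beta-arrestin recruitment to APJ as agonist activity, luminescent signal · Benchmarks – DMSO vs Apelin-13 10 nM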
CXCR6 block = CXCR6 receptor inhibitors, primary screen, cell-based, beta-arrestin, luminescence, CHO-K1 PathHunter, 1536-well; C-X-C chemokine receptor type 6 (Homo sapiens), O00574; inhibition, % at 20 µM; 360,000 tested, 0.36% active; AID 602244, 2012; in the data active = inhibition above about 34%, passing the limit was not always enough;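 note: antagonist mode with CXCL16 agonist at 10 nM final; 0% = 10 nM CXCL16 with DMSO and 100% = unstimulated wells without agonist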
UPR CHOP act = activators of apoptotic CHOP UPR arm, primary screen, cell-based, CHO-CHOP luciferase reporter, luminescence, uHTS | UPR activation; percent of tunicamycin response over DMSO baseline | AID 449763, 2010 | 330,000 tested, 0.34% active | activation, % at 10 µM;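 active = at 10 µM dose, activation of 40% or more, normalized to positive control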;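 note: 100% = tunicamycin at 10 µg/mL and 0% = DMSO alone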
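Test system: CHO CHOP reporter cells. Input: 500 CHO-CHOP cells per well. Medium: F12 with 10% FBS. Technique: luciferase luminescence. Measure: percent activation relative to tunicamycin control. Dosing: 10 µM compound, 0.5% DMSO. Timing: 16-18 h cell attachment, then 6 h compound exposure, 37 °C.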
tim10-1 inh = growth inhibitors of tim10-1 mutant yeast, primary screen, luminescence, uHTS | S. cerevisiae tim10-1 ts strain growth, BacTiter-Glo, 24 h | inhibition, % at 20 µM | 330,000 tested, 2.2% active;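 active = inhibition of at least 40%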;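 note: mutant grown at 25 °C; 0% = DMSO wells with yeast and 100% = wells holding no yeast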
Mdm2-MdmX inh = inhibitors of human Mdm2-MdmX association, primary screen, cell-based, luminescence, split luciferase, SaOS-2, uHTS; Protein Mdm4 (Homo sapiens) + E3 ubiquitin-protein ligase Mdm2 (Homo sapiens), …; SaOS-2 split-luciferase Mdm2/MdmX complementation; inhibition, % at 8 µM; 330,000 tested, 3% active; AID 485346, 2010;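 active = inhibition of at least 50% at 8 µM in the primary screen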
Target sequence (O15151 whole entry, looked up): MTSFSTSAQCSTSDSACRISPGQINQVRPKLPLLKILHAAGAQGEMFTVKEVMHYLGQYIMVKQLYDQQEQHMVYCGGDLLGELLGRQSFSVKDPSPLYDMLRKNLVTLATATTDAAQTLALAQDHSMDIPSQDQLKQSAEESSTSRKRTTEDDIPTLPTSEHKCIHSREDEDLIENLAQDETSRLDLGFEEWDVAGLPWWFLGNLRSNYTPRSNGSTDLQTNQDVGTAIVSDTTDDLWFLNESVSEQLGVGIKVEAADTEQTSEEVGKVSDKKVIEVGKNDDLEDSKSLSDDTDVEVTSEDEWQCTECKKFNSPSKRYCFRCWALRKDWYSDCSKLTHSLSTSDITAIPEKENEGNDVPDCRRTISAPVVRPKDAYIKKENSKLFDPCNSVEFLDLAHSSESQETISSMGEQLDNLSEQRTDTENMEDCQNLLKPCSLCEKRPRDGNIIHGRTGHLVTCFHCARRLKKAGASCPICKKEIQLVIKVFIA
Target sequence (Q00987 whole entry, looked up): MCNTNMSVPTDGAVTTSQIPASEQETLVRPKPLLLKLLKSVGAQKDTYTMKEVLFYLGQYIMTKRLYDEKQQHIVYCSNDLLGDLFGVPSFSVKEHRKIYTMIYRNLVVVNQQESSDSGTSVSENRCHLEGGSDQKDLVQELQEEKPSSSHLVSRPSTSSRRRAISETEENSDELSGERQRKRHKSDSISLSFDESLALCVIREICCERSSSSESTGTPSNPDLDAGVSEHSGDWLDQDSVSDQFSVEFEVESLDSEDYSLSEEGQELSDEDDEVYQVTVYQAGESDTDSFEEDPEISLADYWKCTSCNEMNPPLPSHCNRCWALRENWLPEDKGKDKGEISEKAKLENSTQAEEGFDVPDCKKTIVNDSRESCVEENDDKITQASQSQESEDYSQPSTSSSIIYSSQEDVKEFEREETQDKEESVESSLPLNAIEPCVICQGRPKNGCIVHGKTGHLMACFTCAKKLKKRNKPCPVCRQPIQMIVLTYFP
Starred values were filed as active, the others as inactive; / = not tested or not shown; & = joins results of further samples.

mol,TIM10 inh,tim23-1 inh,APJ antag,UPR XBP1 act,APJ agonist,CXCR6 block,UPR CHOP act,tim10-1 inh,Mdm2-MdmX inh
COc1cccc(CNC(=O)C2CSC3(C)CCC(=O)N23)c1 (configuration not stated),11,-14,8,2,-5,-6,5.5,5,10
Cc1ccc2nc(-c3ccc(SCC(=O)O)nc3)[nH]c2c1,-7,10,7,-2,1,0,-2.2,9,-2
CN(CC(=O)Nc1c(Cl)cccc1Cl)C(=O)CCc1nc2sc3c(c2c(=O)[nH]1)CCCC3,-2,-4,9,-1,0,-15,-0.4,-13,-22
CCOC(=O)COc1nc(N(C)C)nc(N(C)C)n1,-3,4,7,-3,2,1,1.2,-18,6
O=C(Nc1ccc(Br)c(C(F)(F)F)c1)c1ccccc1,68*,73*,-5,0,4,-2,4.1,58*,-11
Cc1ccc(NC(=O)COc2ccc3oc4c(c3c2)CCCC4)nc1,-16,-6,7,6,-6,-4,-3.1,-2,23
Cc1nnc(NC(=O)CSc2nnc(C)n2-c2ccc(F)cc2)s1,-7,6,-15,-2,-1,2,0.1,9,3
COc1ccc(-c2nnc(NC(=O)C3CCCO3)s2)cc1 (configuration not stated),-5,42,10,-1,0,-14,4.3,37,-57
Cc1cc(CNC(=O)COc2cc(F)ccc2[N+](=O)[O-])c2ccccc2n1,8,26,-4,-1,0,-2,-0.9,15,15
CC(=O)C1=C(O)C(=O)N(Cc2ccco2)C1c1ccccc1 (configuration not stated),1,-2,-7,0,3,-19,-0.5,-3,12
Nc1c(C(=O)Nc2ccc(F)cc2)sc(=S)n1-c1ccccc1F,8,-11,6,1,-1,3,5.2,10,72*
OCCN(CC(O)Cn1ccc2ccccc21)CC(O)Cn1ccc2ccccc21 (configuration not stated),-1,18,-35,0,1,-18,-0.7,21,11
C=CCc1ccccc1OCC(O)CN1CCN(Cc2ccc3c(c2)OCO3)CC1 (configuration not stated),-39&-48,8&-9,-1&-8,-2&0,-3&-3,-3&-1,-0.7&1.3,-26&-15,15&19
COc1ccc(C(=O)CCC(=O)Nc2ccc(N3CCN(C)CC3)cc2)cc1OC,5,-11,15,-2,-2,-2,1.0,-4,2
COc1ccc(CNC(=O)C2CCCN(c3ncnc4c3nc3n4CCCCC3)C2)cc1 (configuration not stated),13,17,-27,-3,1,2,-1.6,2,4
CSc1ccc(/C=C(\C#N)C(=O)NC2CCCCC2C)cc1 (configuration not stated),56*,59*,6,-1,-1,11,2.0,39,16
O=C(NC(=S)NCCc1ccccc1)c1cccc(Cl)c1,32,52*,3,0,-4,4,1.0,33,-8
CC(C)CCN1CCN(Cc2cccc(C(F)(F)F)c2)CC1CCO (configuration not stated),2,0,4,-1,-4,-8,-0.4,-10,0
O=C1OC[C@H]2CCCN2C(=O)[C@@H](CC(=O)N(CCO)Cc2ccccc2)C/C=C\C[C@@H]1Cc1ccc(F)cc1,0,6,7,-1,0,0,0.4,13,27
CCOC(=O)C1CCN(C(=O)COC(=O)c2oc3ccccc3c2C)CC1,-6,20,21,0,2,0,4.8,3,13
O=C(C[n+]1ccccc1)Nc1ccc(Cl)c([N+](=O)[O-])c1,-4,11,16,-2,-1,-7,1.0,9,4
CCN1CCN(c2ncc(C(=O)Nc3c(F)cc(F)cc3Br)c3ccccc23)CC1,8,8,16,-4,-3,3,0.2,13,15
CCCN1C(=O)C(O)(C2CC(=O)CC(C)(C)O2)c2ccccc21 (configuration not stated),1,17,11,-2,1,-4,-0.2,11,2
N#C/C(=C(/O)c1cccc(F)c1)c1nc2ccccc2s1,7,-1,14,-1,-2,-17,5.6,0,0
Cc1cc(SCC(=O)NC2CC2)nc2ccccc12,13,23,-11,1,-4,4,-0.6,16,-2
COc1ccccc1CN1CCNC(=O)C1CC(=O)NCCC1=CCCCC1 (configuration not stated),15,17,-14,2,-1,3,-1.4,2,7
O=C(Nc1nccs1)C1CC2CCC1C2 (configuration not stated),-11,14,-1,2,0,2,-0.4,11,34
COc1cc(C(=O)Nc2ccc(N3CCN(C(=O)c4ccc(C)cc4)CC3)cc2)cc(OC)c1OC,9,18,-14,-5,1,5,1.7,24,10
CC1CN(c2nc3ccccn3c(=O)c2/C=C(\C#N)S(=O)(=O)c2ccccc2)CC(C)O1 (configuration not stated),3,16,-2,-1,-1,8,-0.4,21,8
O=C(/C=C/c1ccco1)OCC1CCCN2CCCCC12 (configuration not stated),7,0,-21,-1,-2,2,-0.4,-9,-14

Random excerpt: 2 compounds from above.
mol,TIM10 inh,tim23-1 inh,APJ antag,UPR XBP1 act,APJ agonist,CXCR6 block,UPR CHOP act,tim10-1 inh,Mdm2-MdmX inh
CSc1ccc(/C=C(\C#N)C(=O)NC2CCCCC2C)cc1 (configuration not stated),56*,59*,6,-1,-1,11,2.0,39,16
O=C(Nc1nccs1)C1CC2CCC1C2 (configuration not stated),-11,14,-1,2,0,2,-0.4,11,34

Next part.
mol,TIM10 inh,tim23-1 inh,APJ antag,UPR XBP1 act,APJ agonist,CXCR6 block,UPR CHOP act,tim10-1 inh,Mdm2-MdmX inh
C=Cc1ccc(CN2CCCN(Cc3ccc(Cl)cc3)S2(=O)=O)cc1,12,2,4,2,-3,-1,1.8,-4,21
O=S(=O)(c1ccc(Cl)cc1)N1CCN(C2CCN(Cc3ccccc3)CC2)CC1,-18,-2,6,-1,3,2,2.2,-12,9
CC1=C(c2ccc(F)cc2)[N+](=O)C(C)(C)N1[O-],-4,6,-111,0,5,-8,-0.7,14,13
CCCn1c(/N=C/c2ccc3c(c2)OCO3)nc2ccccc21,4,-1,10,-2,0,-8,0.6,5,-5
CCCCNC(=S)Nc1ccc(OC)nc1,4,-6,-2,3,-3,-11,-0.4,5,10
N#CCCN(C(=O)c1ccc2c(=O)n3c(nc2c1)CCCCC3)c1ccccc1,2,11,18,0,-1,-2,1.2,20,27
Cn1c(-c2sc3cc(C(F)(F)F)cnc3c2-c2cccs2)n[nH]c1=S,-17,7,7,0,-3,12,-0.3,14,-21
COc1ccc(S(=O)(=O)NCC(=O)Nc2ccc(F)cc2)cc1,10,4,-1,-4,-6,-2,1.2,-3,-18
CC(=O)Nc1nc2c(s1)CCc1ccccc1-2,0,11,19,0,-3,-4,3.7,9,10
CCOC(=O)c1c(C)n(C(=O)c2ccco2)c(=O)n1C(=O)c1ccco1,-2,6,37,-1,2,-2,-0.7,26,7
Cc1cc(C)cc(NC(=O)N2CCC(c3nc4ccccc4o3)CC2)c1,17,24,-10,-3,-3,-12,0.3,14,9
CCN(c1cccc(C)c1)S(=O)(=O)c1ccc(OC)c([N+](=O)[O-])c1,-10,-1,-2,3,0,1,-1.4,-42,-15
CC(C)CCCC(C)NS(=O)(=O)Cc1ccccc1 (configuration not stated),-2,14,-11,-3,0,5,-1.4,21,-21
Cc1cccc(C)c1NC1=NC2(CCCCC2)N=C(N)N1,-8,12,15,1,1,-1,1.5,13,-26
CCOCCCN1CN(Cc2ccccc2)CNC1=S,-10,-14,-3,-3,-3,-5,0.1,-12,13
CCC(NC(=O)c1ccccc1NC(=O)c1ccco1)C(=O)NNC(=O)c1ccncc1 (configuration not stated),-3,-7,9,-3,-6,4,-2.4,-1,7
CC(C)CN(C(=O)C1CCC1)c1c(N)n(Cc2ccccc2)c(=O)[nH]c1=O,-2,11,2,2,-1,9,-0.1,6,6
Cc1cccc(-c2cc(C(=O)N3CCCc4ccccc43)c3ccccc3n2)c1,21,25,11,-4,-2,9,0.8,7,9
Nc1c(-c2ccccc2)cnn1-c1cccc(Cl)c1,-57,34,-12,-8,-6,-5,3.8,-56,-92
COc1ccc(S(=O)(=O)N(C)C[C@H]2Oc3ccc(NC(=O)Cc4ccccc4)cc3C(=O)N([C@H](C)CO)C[C@@H]2C)cc1,0,7,10,-3,-3,1,1.4,9,-11
CC(=O)OC[C@]12CC[C@H]3[C@@](C)(CC[C@H]4C(C)(C)CCC[C@]34C)[C@@H]1C[C@H](C1=CC(=O)O[C@H]1OC(C)=O)O2,4,34,-8,-6,9,/,0.8,22,91*
O=C(O)C1C(c2ccccc2)C(C(=O)Oc2ccc(O)cc2)C1c1ccccc1 (configuration not stated),-12,14,-8,-3,-1,-3,-1.0,5,21
Cc1[nH]n2c(=O)c3c(nc2c1-c1ccccc1)CCCC3,-1,16,15,-2,3,0,-2.0,9,12
NCCCn1c(C(=O)c2ccc(Cl)cc2)c2ccc(C(F)(F)F)cc2[n+]1[O-],-2,-4,17,0,0,-7,1.2,6,28
CN(CCNC(=O)C1CCC(=O)N(Cc2ccc(Cl)cc2)C1)CCc1ccccc1 (configuration not stated),7,5,-24,2,-4,0,-0.7,19,-7
CCOc1ccc(C2C(C(=O)OC)=C(C)N=C3SCCC(=O)N32)cc1OCC (configuration not stated),4,4,-24,-2,-2,1,-1.0,16,18
CC(=O)c1c(C)[nH]c(C(=O)OCC(=O)Nc2nnc(-c3ccccc3)o2)c1C,-5,0,20,-2,-3,-5,1.0,0,-6
Cc1cc(C)c(O)c(-c2n[nH]c3c2C(c2cccc(O)c2)N(Cc2ccco2)C3=O)c1 (configuration not stated),-3,17,-22,-1,-6,-4,1.8,-2,37
O=C(NNS(=O)(=O)c1ccccc1)C1CCN(S(=O)(=O)c2ccccc2)CC1,-6,10,-6,-3,0,-1,0.2,7,14
O=C(/C=C/c1c(F)cccc1Cl)c1ccc(O)cc1,74*,-35,-11,-3,-1,-7,60*,-151,100*

Additional structures
mol,TIM10 inh,tim23-1 inh,APJ antag,UPR XBP1 act,APJ agonist,CXCR6 block,UPR CHOP act,tim10-1 inh,Mdm2-MdmX inh
O=C1N[C@@H](Cc2c[nH]c3ccccc23)COC(=O)[C@H](Cc2ccc(F)cc2)C/C=C\C[C@@H]1CC(=O)N(CCO)Cc1ccccc1,0,-8,12,0,-2,0,1.4,-5,41
N#Cc1ccc(-c2ccco2)nc1SCc1ccccc1,-8,0,-13,-1,-6,10,-1.2,9,31
CCCCCn1nc(C(=O)N2CCc3ccccc32)c2ccccc2c1=O,20,40,5,-6,-4,3,-1.2,13,19
Cc1nn(-c2ccccc2)c(C)c1/C=N/Nc1nc2ccccc2[nH]1,48*,52*,-10,14,1,-4,-0.1,45*,-155
O=C(NC(=S)N(Cc1ccccc1)c1ccccn1)C1CC1,13,11,-11,0,-2,-1,-2.1,14,-1

These rows are one share of the data; count on the stated rates, not on these rows.
